Source: PubChem (National Center for Advancing Translational Sciences (NCATS))
NPSR antag – antagonists of human neuropeptide S receptor cAMP signaling. Q6W5P4. Potency, µM (highest dose often 38.3 µM), inactives show at the highest dose activity change, negative = inhibition, actives largely listed as inhibitors. 220,000 compounds, 1% hits. CHO-NPSR cells, cAMP TR-FRET, antagonist mode; also: potency is read from the fitted curve at half-maximal effect; % is scaled to controls: 0 for no effect and ±100 for the full control effect; nearly all actives have a fitted effect of over 50% in size; many of its hits are not listed in these tables
Target sequence (Q6W5P4 whole entry, looked up): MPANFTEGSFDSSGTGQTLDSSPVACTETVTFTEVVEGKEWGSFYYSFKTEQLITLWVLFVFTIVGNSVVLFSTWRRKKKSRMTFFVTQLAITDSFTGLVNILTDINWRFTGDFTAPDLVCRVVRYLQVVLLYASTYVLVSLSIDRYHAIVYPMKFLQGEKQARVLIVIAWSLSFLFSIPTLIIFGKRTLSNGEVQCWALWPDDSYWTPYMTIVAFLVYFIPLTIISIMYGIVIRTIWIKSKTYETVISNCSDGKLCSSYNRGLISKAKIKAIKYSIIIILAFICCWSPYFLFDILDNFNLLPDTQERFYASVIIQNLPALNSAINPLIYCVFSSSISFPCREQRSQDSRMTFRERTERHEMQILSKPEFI
HTT aggregate – reduces HttQ103-GFP aggregates in PC12 cells; PC12 HttQ103-GFP aggregates, Acumen cytometry, 40 h; Potency, µM (titrated, usually from 46.1 µM), for the others: top-dose activity change, negative = inhibition, hits mostly inhibitors; 220,000 compounds, 1.1% hits; AID 1688; also: potency is read from the fitted curve at half-maximal effect; % is scaled to controls: 0 for no effect and ±100 for the full control effect; nearly all actives have a fitted effect of over 60% in size
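Using laser scanning cytometry, GFP-positive aggregates were counted after lysis of PC12 cells induced with 100 nM tebufenozide to express HTT exon 1 Q103–GFP. Compounds were tested in titration.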
L3MBTL1 inh – blocks human L3MBTL1; Q9Y468; AlphaScreen L3MBTL1–H3K9me1 peptide binding; Potency, µM (doses to about 57.1 µM), for the others: at the top dose activity, negative = inhibition, actives largely listed as inhibitors; 230,000 compounds, 0.66% hits; also: potency is read from the fitted curve at half-maximal effect; % is scaled to controls: 0 for no effect and ±100 for the full control effect; nearly all actives have a fitted effect of over 60% in size
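AlphaScreen proximity signal between nickel-chelate acceptor and streptavidin donor beads (final 10 ug/mL) reports binding of 50 nM L3MBTL1 to 75 nM biotin-H3 K9me1 peptide; complex incubated with compounds 30 min at room temperature; cefsulodin titration as control.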
CBFb-RUNX1 inh – blocks binding between human CBF-beta and RUNX1 | Potency, µM (top dose mostly 59.8 µM), for inactives: top-dose activity, negative = inhibition, actives largely listed as inhibitors | AlphaScreen CBFb-His/RUNX1-biotin binding, biochemical | 230,000 tested, under 10 active | Q01196+Q13951; also: % of control where 0% means no effect
Target sequence (Q01196 whole entry, looked up): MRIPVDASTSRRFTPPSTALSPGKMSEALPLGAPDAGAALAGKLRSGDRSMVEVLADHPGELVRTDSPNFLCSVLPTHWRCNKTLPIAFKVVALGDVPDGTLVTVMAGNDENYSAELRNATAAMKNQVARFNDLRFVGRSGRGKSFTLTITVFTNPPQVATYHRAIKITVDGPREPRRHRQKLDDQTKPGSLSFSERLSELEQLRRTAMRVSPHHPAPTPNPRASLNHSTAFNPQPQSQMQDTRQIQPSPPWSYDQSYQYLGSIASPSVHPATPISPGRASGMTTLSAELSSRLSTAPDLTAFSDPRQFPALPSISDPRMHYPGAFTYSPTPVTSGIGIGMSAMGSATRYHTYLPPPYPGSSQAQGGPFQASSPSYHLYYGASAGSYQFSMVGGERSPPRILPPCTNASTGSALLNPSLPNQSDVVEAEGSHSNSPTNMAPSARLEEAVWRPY
Target sequence (Q13951 whole entry, looked up): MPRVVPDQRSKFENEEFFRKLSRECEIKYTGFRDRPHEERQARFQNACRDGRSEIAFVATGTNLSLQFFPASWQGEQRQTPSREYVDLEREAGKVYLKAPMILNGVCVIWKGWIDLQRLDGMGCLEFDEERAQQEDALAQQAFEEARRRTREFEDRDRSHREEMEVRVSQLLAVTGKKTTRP
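Compounds were screened at multiple concentrations against a preformed CBF-beta(His)/RUNX1(biotin) complex (30 nM of each) for 15 min at room temperature, followed by 90 min with nickel and streptavidin beads and AlphaScreen reading.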
Luc counter – counter-screen: inhibitors of Kinase-Glo firefly luciferase | Q27757 | Kinase-Glo luciferase, ATP luminescence, 8 min | Potency, µM (top dose mostly 38.3 µM), for inactives: top-dose activity change, negative = inhibition, hits mostly inhibitors | 200,000 compounds, 0.28% hits | AID 1379; also: potency is read from the fitted curve at half-maximal effect; % is scaled to controls: 0 for no effect and ±100 for the full control effect; nearly all actives have a fitted effect of over 60% in size
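Recombinant Kinase-Glo luciferase, 10 uM ATP (linear range), luciferin; imidazole pH 7.2 / KCl / MgCl2 / Tween / BSA buffer; 8 min RT; luminescence.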
Epigenetic derep – regulators of epigenetic silencing causing reporter derepression in mouse cells; 280,000 compounds, 0.2% hits; murine LDR cells, GFP reporter derepression, 30 h; Potency, µM (highest dose often 53.9 µM), inactives show at the highest dose GFP activation, hits mostly activators; also: potency is read from the fitted curve at half-maximal effect; % of control where 0% means no effect; nearly all actives have a fitted effect of over 60% in size
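Readout is the number of GFP-expressing murine LDR cells, counted by cytometry following washing. Cells were treated with compound for 30 h at 37 C; the stably integrated CMV-GFP locus is normally silent.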
IMPase Li cell – membrane-permeable IMPase blocker, potentiated with lithium; 210,000 compounds, 0.35% hits; Potency, µM (highest dose often 59.4 µM), for inactives: at the top dose activity, negative = IMPase inhibition, actives largely listed as inhibitors; AID 1457; CHO-M1 cells, IP1 TR-FRET (IP-One), carbachol + lithium;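 also: IP1 builds up when IMPase is blocked and the TR-FRET signal falls; potency is read from the fitted curve at half-maximal effect; plate controls were basal vehicle for no effect and high inhibitor control for full effect; nearly all actives have a fitted effect of over 50% in size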
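CHO cells stably expressing M1 receptor (2000/well, cultured 16–30 h) treated 30 min at 37C with compound plus low lithium. Cytosolic IP1 by TR-FRET (665/620 ratio and 620 channel) after 10 min lysis; AC50 by Hill fit.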
Numbers without * were called inactive; ? = inconclusive; . = no result given; & = joins results of further samples; [ ] = another dose, or the depositor's remark. Calls follow the shape of the dose curve; as a rule, active = well fitted curve in the direction sought with a large enough effect; inconclusive = small, poorly fitted or top-dose-only effect, or another doubt; inactive = no such curve, though single readings can be large; an effect the other way counts as inactive or inconclusive. A portion of the library (hit frequency here may not be typical).

Below each compound – NPSR antag	HTT aggregate	L3MBTL1 inh	CBFb-RUNX1 inh	Luc counter	Epigenetic derep	IMPase Li cell
1. COCc1cc(=O)[nH]c2cc(NC(=O)C(C)(C)CCl)c(C)cc12
 : -3.5%[46.1 µM]	18.3%	10.9%	5.5%	3.3%	-1.8%	1.8%[38.3 µM]
2. COC(=O)c1ccccc1NC(=O)NCc1c(C)nn(C)c1C
 : 20.8%	-10.9%	.	?	3.0%	-1.6%	1.2%
3. COCCNC(=O)Cn1c(=O)n(CCCCCC(=O)NCc2ccc3c(c2)OCO3)c(=O)c2sccc21
 : 6.8%	-1.9%	9.4%	9.8%	-0.1%	-1.5%&-0.7%	14.6%
4. Cc1nn(Cc2cccc(F)c2)c(C)c1NC(=O)c1c([N+](=O)[O-])c(C)nn1C
 : -12.8%[46.1 µM]	-2.2%	.	0.0%	-2.6%	1.0%	13.2%[38.3 µM]
5. O=C1Nc2ccccc2/C1=N\N1CCOCC1
 : -4.9%	-11.8%[9.22 µM]	-4.4%	8.1%	.	4.6%	.
6. CCC(C)NC(=O)CCS(=O)(=O)c1ccc(Br)s1 (stereo unspecified)
 : -1.4%[46.1 µM]	4.6%	-4.7%	-9.6%	5.7%	0.0%	6.0%[38.3 µM]
7. O=C(N/N=C/c1ccccc1OC(=O)c1ccc2c(c1)OCO2)c1cccc(F)c1
 : -9.5%	2.51µM*	10.8%	-2.0%	-0.1%	2.3%	1.7%
8. N#CC(C(N)=O)=C1CCC2(CC1)OCCCCO2
 : -2.0%[46.1 µM]	-11.6%	.	2.3%	2.8%	0.0%	1.6%[38.3 µM]
9. Cc1cc(OCC(=O)N(Cc2ccco2)C2CCS(=O)(=O)C2)cc(C)c1Cl (stereo unspecified)
 : -50.1%	14.9%[9.22 µM]	-4.4%	6.6%	.	1.2%	.
10. COc1cccc(N2C(=O)C(Cc3c[nH]c4ccccc34)NC2=S)c1 (stereo unspecified)
 : 5.6%	-8.6%	13.3%	-2.6%	0.7%	0.9%	1.5%
11. CC(C(=O)N1CCCc2ccccc21)N1CCN(c2ccccn2)CC1 (stereo unspecified)
 : -0.5%	-0.1%	0.8%	-1.3%	4.4%	-5.3%	-3.4%
12. NC(=O)c1oc2ccccc2c1NC(=O)c1ccc(F)cc1
 : -13.4%[46.1 µM]	-22.9%	10.5%	14.9%	-1.6%	0.1%	22.7%[38.3 µM]
13. CC(C(=O)N=Nc1c(O)[nH]c2ccccc12)n1cnc2ccccc2c1=O (stereo unspecified)
 : -10.8%	12.1%	-2.6%	9.3%	0.1%	0.0%	3.1%
14. S=C(c1ccc(-c2ccc(Br)cc2)o1)N1CCCCC1
 : 4.0%	-16.3%[9.22 µM]	-0.5%	7.6%	-2.0%	1.1%	2.5%
15. CC(C)CNC(=S)Nc1ccccc1F
 : 11.8%	4.9%	34.8%[activator]	-2.2%	2.8%	1.0%	1.3%
16. COc1ccc(-c2nc(NC(=O)c3nc4nccc(C)n4n3)sc2C)cc1
 : -6.5%	8.2%	39.1%[activator]	-7.0%	-3.2%	0.0%	9.9%
17. CCc1nnc(NC(=O)CSc2nnnn2C)s1
 : 0.7%[46.1 µM]	7.3%	8.0%	7.3%	-0.5%	-1.2%	1.6%
18. CC(OC(=O)CN1C(=O)NC(C)(C)C1=O)C(=O)c1ccccc1 (stereo unspecified)
 : -3.1%[46.1 µM]	6.2%	.	0.5%	-0.8%	4.2%	28.9%[38.3 µM]
19. N/C(=N\OC(=O)COc1ccc(Cl)cc1Cl)c1cccnc1
 : -3.3%	-10.8%	-3.3%	24.3%	-1.3%	15.6%	-8.7%
20. COc1ccc(C(=O)c2ccc(Cl)cc2)c2ccccc12
 : -13.1%[46.1 µM]	-25.4%	.	?	-1.9%	2.3%	23.0%[38.3 µM]
21. Cc1nn(-c2ccccc2)c(NC(=O)c2cccs2)c(-c2ccccc2)c1=O
 : -15.3%	8.0%	-9.4%	0.7%	0.7%	-1.9%	-4.3%
22. COC(=O)CSc1nnc(CNS(=O)(=O)c2ccc(Br)cc2)n1C
 : 25.4%	11.3%	-7.0%	6.9%	2.1%	3.5%	3.5%
23. Cc1oc(C(=O)O)cc1COc1ccc2c(C)cc(=O)oc2c1
 : -4.6%[46.1 µM]	3.9%	-18.3%	-5.8%	-0.3%	0.0%	15.8%[38.3 µM]
24. CC1(C)CC(=O)C(C=NCC2CCNCC2)=C(O)C1
 : -26.2%[46.1 µM]	-6.2%	.	1.1%	-0.7%	-1.1%	26.4%[38.3 µM]
25. O=C(O)CCC/C=C\C/C=C\C=C\[C@@H](O)C/C=C\CCCCCO
 : .	.	.	6.3%	0.9%	-1.1%	-1.1%
26. COc1ccc(-c2ncc(CN3CCC(CO)(Cc4cccc(OC)c4)CC3)cn2)cc1
 : 34.6%	-24.5%	-15.7%	1.1%	.	-0.6%	.
27. O=[N+]([O-])c1ccc(N2CCSCC2)cc1O
 : 5.2%	-3.3%[9.22 µM]	-16.6%	-5.8%	.	1.1%	.
28. CC(C)(C)c1ccc(C(=O)N2CCCCCC2=O)cc1
 : -4.8%[46.1 µM]	-15.6%	2.6%	-14.7%	1.1%	-1.0%	-9.2%
29. CC(C)CN(CC(C)C)C(=S)NC1CCCCC1
 : -35.8%	-0.3%	0.4%	9.5%	0.7%	1.1%	17.0%
30. S=c1[nH]nc(Cc2cccs2)n1-c1cccc2ccccc12
 : -6.7%	12.0%	0.6%	6.3%	1.8%	-1.8%	-0.4%

Next section, starting with the last 2 of the part before.
Below each compound – NPSR antag	HTT aggregate	L3MBTL1 inh	CBFb-RUNX1 inh	Luc counter	Epigenetic derep	IMPase Li cell
29. CC(C)CN(CC(C)C)C(=S)NC1CCCCC1
 : -35.8%	-0.3%	0.4%	9.5%	0.7%	1.1%	17.0%
30. S=c1[nH]nc(Cc2cccs2)n1-c1cccc2ccccc12
 : -6.7%	12.0%	0.6%	6.3%	1.8%	-1.8%	-0.4%
31. O=C(CSc1nnc2ccc(-c3cccnc3)nn12)Nc1ccc(F)cc1F
 : 15.6%	-2.0%	.	4.8%	1.6%	-2.4%	-2.6%
32. CCOC(=O)c1cnc(-n2nc(C)cc2C)nc1Nc1ccc(OC)cc1
 : ?	11.5%	-12.3%	1.6%	2.9%	0.0%	9.6%
33. Cc1nnc(Sc2nc3c(c(=O)[nH]c(=O)n3C)n2CCc2ccccc2)s1
 : 4.8%	13.4%[9.22 µM]	.	10.1%	.	1.1%	.
34. C=CCn1c(SCCCc2ccccc2)nc2c1c(=O)[nH]c(=O)n2C
 : -8.9%	-0.3%	-1.7%	8.2%	2.0%	0.0%	-2.0%
35. O=C1CCCC2=C1Sc1ccccc1N2
 : 57.1%	-13.7%[9.22 µM]	-19.0%	3.8%	.	0.9%	.
36. COc1cc(/C=C/C(=O)NCc2ccccn2)cc(OC)c1OC
 : 15.7%	16.0%	-3.5%	-6.9%	4.8%	0.0%	6.7%
37. CCNC(=S)Nc1cc(OCC)c(N2CCOCC2)cc1OCC
 : 10.5%	0.8%	-1.8%	-8.0%	1.7%	1.0%	3.0%
38. CN(CCC#N)C(=O)COC(=O)c1ccc2[nH]c3c(c2c1)CCCC3
 : 7.7%	2.2%	.	1.9%	-0.9%	2.8%	2.3%
39. C=CCN1CCN(C(CC(C)C)c2nnnn2CCOC)CC1 (stereo unspecified)
 : -0.2%[46.1 µM]	6.2%	0.3%	7.7%	-0.7%	-2.5%	-6.0%[38.3 µM]
40. O=S1(=O)c2ccccc2N=NN1Cc1ccc(Cl)c(Cl)c1
 : -4.6%[46.1 µM]	20.0%	.	-13.3%	-4.8%	0.7%	-8.8%[38.3 µM]
41. Cc1ccnc(N2C(=O)c3ccccc3C2O)c1 (stereo unspecified)
 : -3.4%[46.1 µM]	2.0%	.	-1.7%	11.2µM*	-2.2%	-9.3%[38.3 µM]
42. Cc1ccc(CNC(=O)c2cnc(-c3ccccn3)nc2C(F)(F)F)cc1
 : -18.4%[46.1 µM]	14.4%	.	-4.9%	-4.0%	-1.0%	15.1%[38.3 µM]
43. N/C(=N\N=C\c1ccc(O)cc1)c1nonc1N
 : -6.5%	6.6%	.	2.9%	?	-2.1%	-0.6%
44. O=C1Nc2cc(Cl)c(Cl)cc2N(O)N1c1cccc(Cl)c1
 : -6.3%[46.1 µM]	-12.6%	7.3%	3.6%	1.6%	-1.1%	9.9%[38.3 µM]
45. CCOc1cc(/C=C(\C#N)C(N)=O)ccc1OS(=O)(=O)c1ccccc1
 : -0.3%	20.6%	3.7%	-6.1%	-1.9%	6.1%	-6.3%
46. COc1ccc(N2CCN(C(c3nnnn3CCc3ccccc3)C(C)C)CC2)cc1 (stereo unspecified)
 : -24.5%[46.1 µM]	-0.1%	-11.6%	-21.5%	-5.0%	1.7%	3.8%[38.3 µM]
47. O=C(CNC(=O)c1ccccc1Cl)N/N=C/c1ccc([N+](=O)[O-])s1
 : -15.0%	11.2µM*	-2.1%	-1.4%	8.4%	-1.0%	-5.0%
48. Cc1cnc2c(C(=O)O)cnn2c1
 : 13.9%	-20.2%	.	-17.0%	-1.7%	0.1%	-1.1%
49. C/C(=N\NC(=O)CSc1nc2ccccc2s1)c1ccco1
 : 6.0%	-2.2%	-6.9%	-18.8%	-0.1%	2.2%	24.8%
50. O=C(CN1C(=O)CCS(=O)(=O)c2ccccc21)NCc1ccccc1
 : -12.9%[46.1 µM]	2.5%	23.6%	5.1%	-3.3%	0.0%	-0.6%
51. COC(=O)[C@@]1(Cc2ccc(OC)cc2)[C@H]2c3cc(C(=O)N4CCCC4)n(Cc4ccsc4Br)c3C[C@H]2CN1C(=O)c1ccccc1
 : .	.	.	-25.0%	-0.3%	5.0%	13.1%
52. Cc1cc([N+](=O)[O-])ccc1NCc1ccccc1
 : -14.9%[46.1 µM]	-22.9%	-1.6%	2.1%	-2.6%	0.2%	2.9%[38.3 µM]
53. Cc1cccc(C)c1OCC(=O)Nc1ccc(N2CCOCC2)cc1
 : -0.7%	3.0%[9.22 µM]	-10.9%	5.4%	-2.7%	0.0%	7.4%
54. O=C(N/N=C/C=C/c1ccccc1)NC1CCCCC1
 : -40.7%	-20.0%	0.7%	4.8%	-2.5%	-0.2%	5.3%
55. Cc1cc(C)cc(OCC(=O)NNC(=O)CN2C(=O)c3ccccc3C2=O)c1
 : 3.2%	1.9%	0.4%	-5.2%	-0.4%	-3.2%	2.9%
